TDP1 block – inhibitors of human tyrosyl-DNA phosphodiesterase TDP1 | Potency, µM (top dose mostly 130 µM), inactives show at the highest dose activity change, negative = inhibition, hits mostly inhibitors | Q9NUW8 | recombinant TDP1, AlphaScreen DNA substrate cleavage | 350,000 compounds, 0.28% hits; also: nearly all actives have a fitted effect of over 40% in size
Target sequence (Q9NUW8 whole entry, looked up): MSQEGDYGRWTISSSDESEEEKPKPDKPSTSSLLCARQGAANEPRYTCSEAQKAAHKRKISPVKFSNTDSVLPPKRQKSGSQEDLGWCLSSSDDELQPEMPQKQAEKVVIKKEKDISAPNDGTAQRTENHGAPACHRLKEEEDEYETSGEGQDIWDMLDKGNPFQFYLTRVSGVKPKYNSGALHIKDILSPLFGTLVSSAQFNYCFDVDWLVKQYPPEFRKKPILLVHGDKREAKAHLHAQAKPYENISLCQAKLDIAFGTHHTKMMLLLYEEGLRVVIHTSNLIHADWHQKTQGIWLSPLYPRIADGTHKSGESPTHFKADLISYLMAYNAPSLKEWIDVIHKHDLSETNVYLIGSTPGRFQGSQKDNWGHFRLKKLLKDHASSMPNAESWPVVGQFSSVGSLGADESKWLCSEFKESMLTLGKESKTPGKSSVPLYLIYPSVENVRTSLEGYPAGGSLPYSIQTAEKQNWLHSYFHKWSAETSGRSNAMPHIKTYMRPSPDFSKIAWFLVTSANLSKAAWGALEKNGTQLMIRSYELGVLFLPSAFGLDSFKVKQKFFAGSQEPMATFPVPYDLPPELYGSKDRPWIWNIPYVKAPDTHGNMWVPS
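Steps: enzyme plus compound, 15 min RT; add biotin/phosphotyrosine-FITC oligonucleotide (15 nM final), react 5 min; add donor/acceptor beads (10 ug/ml final), 10 min; read AlphaScreen. Tdp1 at 1 nM final.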
N370S GC mod – N370S glucocerebrosidase modulation, Gaucher chaperone candidate. P04062. N370S GC spleen homogenate, 4MU-glucoside fluorescence. Potency, µM (series often up to 59.4 µM), for the others: at the highest dose activity change, negative = inhibition, usual class: inhibitors. 330,000 compounds, 0.092% hits. AID 2101;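 also: 0% = full enzyme activity and -100% = no enzyme basal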
FEN1 inhibitor – human FEN1 inhibition. P39748. Recombinant FEN1 flap cleavage, fluorescence, 15 min. Potency, µM (highest dose often 114 µM), inactives show at the top dose activity change, negative = inhibition, actives largely listed as inhibitors. 390,000 compounds, 0.35% hits; also: nearly all actives have a fitted effect of over 65% in size
Target sequence (P39748 whole entry, looked up): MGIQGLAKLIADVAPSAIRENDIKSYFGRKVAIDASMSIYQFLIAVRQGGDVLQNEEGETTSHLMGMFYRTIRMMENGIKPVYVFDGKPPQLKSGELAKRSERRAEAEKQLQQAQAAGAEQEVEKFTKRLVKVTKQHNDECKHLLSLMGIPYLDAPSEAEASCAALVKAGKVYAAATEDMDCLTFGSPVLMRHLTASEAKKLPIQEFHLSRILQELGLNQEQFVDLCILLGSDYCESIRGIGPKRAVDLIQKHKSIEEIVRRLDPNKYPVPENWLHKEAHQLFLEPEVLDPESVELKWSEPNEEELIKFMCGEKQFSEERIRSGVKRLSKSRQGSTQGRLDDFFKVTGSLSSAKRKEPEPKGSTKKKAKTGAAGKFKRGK
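Nuclease activity of 10 nM FEN1 was measured after 15 min of room-temperature exposure to titrated compounds, by adding 50 nM flap substrate and reading plates at 0 and 15 min.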
* hit, by the source's call; u = inconclusive; x = not tested or not shown; & = joins results of further samples; [ ] = dose if it differs, or a comment. Calls follow the shape of the dose curve; as a rule, active = well fitted curve in the direction sought with a large enough effect; inconclusive = small, poorly fitted or top-dose-only effect, or another doubt; inactive = no such curve, though single readings can be large; an effect the other way counts as inactive or inconclusive. Unless noted, % is scaled to controls: 0 for no effect and ±100 for the full control effect; potency is read from the fitted curve at half-maximal effect.

FEN1 inhibitor	N370S GC mod	TDP1 block	structure
4%	12%	7%	COc1ccc(NC(=O)Cn2nc(C(F)(F)F)c3c2CCCC3)c(OC)c1
-5%	3%	4%	Cc1noc(C)c1S(=O)(=O)N(CC(=O)NC(C)c1ccccc1)c1ccc(C(C)C)cc1 (stereo unspecified)
14%	-4%	-1%	COC(=O)[C@]1(C)N[C@H](c2ccc(SC3CCCCC3)c(OC)c2)[C@@H]2C(=O)N(C)C(=O)[C@@H]21
-8%	0%	0%	O=C(Nc1ccc(Cl)cc1)N1CCSCC1
-3%	-7%	5%	CC1(C)CC(=O)N(CC(=O)NCc2ccccc2)c2ccccc2S1(=O)=O
5%	18%	8%	NS(=O)(=O)c1ccc(N/N=C/c2cn(-c3ccccc3)nc2-c2cccs2)cc1
-16%	x	3%[12.3 µM]	O=C(Nc1ccc2oc(-c3ccccc3F)nc2c1)c1ccccc1Cl
-17%	0%	4%	CCn1nc(NS(=O)(=O)c2ccc(F)cc2)c2cc3cccc(C)c3nc21
5%	0%	2%[56.1 µM]	Cc1ccccc1CN1CCC(n2nccc2NC(=O)c2cccnc2)CC1
-13%	4%	0%	CSc1nc(=S)cc(C)[nH]1
2%	x	5%	Cc1ccc(Cn2c(CNC(=O)c3ccccc3Br)nc3cccnc32)cc1
-10%	-7%	2%	O=C(NCCCNc1ccc([N+](=O)[O-])cc1Cl)c1ccccc1F
-28%	4%	0%	N#Cc1cc2c(=O)n3ccccc3nc2n(Cc2ccco2)c1=NC(=O)c1ccco1
-1%	-1%	4%[56.1 µM]	CC(C)N1CCc2c(sc(NC(=O)CCS(=O)(=O)c3ccccc3)c2C#N)C1
x	-13%	5%	N#Cc1c(-c2ccccc2)cc(-c2ccco2)c(C#N)c1N
-10%	-2%	4%	Cc1ccc(C)c(CNS(=O)(=O)c2c(C)[nH]c(C)c2C(=O)N2CCCC2)c1
-7%	-7%	5%	O=C(COc1cccc(Br)c1)N/N=C/C(=O)c1ccccc1
-3%	3%	-2%	Cc1cc(NC(=O)CC(C)(C)C)nc2c1c(=O)oc1ccccc12
-22%	-3%	x	COC(CNc1ncnc2sc(-c3ccccc3)cc12)OC
-9%	-3%	-4%	O=[N+]([O-])c1ccc(/C=C/C2=NN(c3ccccc3)C(c3ccco3)C2)o1 (stereo unspecified)
-9%	-2%[2.35 µM]	-4%	O=c1oc2cc(OCc3nn[nH]n3)ccc2c2c1CCCC2
-1%	u	-3%	NS(=O)(=O)c1ccc(N2N=C(c3ccccc3)CC2c2ccc(F)cc2)cc1 (stereo unspecified)
3%	3%	x	C=CCn1c(=O)c(C(=O)NC2CC2)c(O)c2cc(OC)c(OC)cc21
-9%	0%	7%	Cc1ccnc(NC(=O)c2cc(S(=O)(=O)N3CCCCC3)ccc2Cl)c1
-1%	-6%	1%	CN1C(=O)N(C)C2(c3ccccc3)NC(=O)NC12c1ccccc1 (stereo unspecified)
-6%	9%	5%	CC(=O)N(c1ccccc1)c1nc(/C=C/C(=O)Nc2c(C)cc(C)cc2C)cs1
-10%	-5%	3%	O=C(NCCN1CCC(Cc2ccccc2)CC1)C1CCCN(S(=O)(=O)c2cnc[nH]2)C1 (stereo unspecified)
1%	3%	6%	Cn1cc(C(=O)c2ccc(Cl)cc2Cl)cc1C(=O)O
-2%	7%	-2%	O=C(Nc1nccc(-c2cccs2)n1)c1ccccc1Cl
-21%	14%	0%	CCOc1ccc(C(C)=O)cc1CSc1nc(C)cc(C)n1
-15%	0%	x	O=C(NNc1ccccc1)/C(=C\c1cccnc1)NC(=O)c1ccccc1
-4%	-6%	2%	CN(C1=NC(=O)C(CC(=O)O)S1)c1ccc(O)cc1 (stereo unspecified)
-3%	10%	0%	N#Cc1ccccc1OCC(O)CS(=O)(=O)c1ccccc1 (stereo unspecified)
-8%	x	0%	CC(=O)c1ccc(OCCCC(=O)OCC(=O)Nc2c(C)nn(-c3ccccc3)c2C)cc1
6%	-6%	-2%	Cc1nc(NC(=O)c2ccco2)sc1-c1csc(Nc2ccc(Cl)cc2Cl)n1
3%	4%	2%[56.1 µM]	Cc1cc(C=O)c(C)n1-c1ccc(N2CCOCC2)cc1
-11%	2%	-1%	Cc1ccc(C)c2[nH]c(=O)c(C(c3nnnn3Cc3ccccc3)N3CCc4ccccc4C3)cc12 (stereo unspecified)
0%	10%	6%	CN1C(=S)N(c2cccnc2)C(=O)/C1=C\c1ccc(C(C)(C)C)cc1
-6%	6%	4%	Cc1ccc2c(Cl)c(C(=O)Nc3cc(C)on3)sc2c1
-5%	-1%	5%	O=C(CSc1nnc2c(n1)[nH]c1ccc(S(=O)(=O)N3CCOCC3)cc12)Nc1ccc(F)c(F)c1

Some of the entries so far, field by field:
CN(C1=NC(=O)C(CC(=O)O)S1)c1ccc(O)cc1 (stereo unspecified)
  FEN1 inhibitor: -4%	N370S GC mod: -6%	TDP1 block: 2%

N#Cc1ccccc1OCC(O)CS(=O)(=O)c1ccccc1 (stereo unspecified)
  FEN1 inhibitor: -3%	N370S GC mod: 10%	TDP1 block: 0%

(list continues)
FEN1 inhibitor	N370S GC mod	TDP1 block	structure
0%	7%	2%	O=C(Nc1cccc(C(F)(F)F)c1)c1cc2c(=O)c3ccccc3oc2nc1C(F)(F)F
-3%	3%	3%	Cc1ccc(C(C(=O)Nc2ccc3c(c2)OCO3)N(C)C(=O)/C=C\c2ccc3c(c2)OCO3)cc1 (stereo unspecified)
2%	-6%	x	COc1ccccc1N1CCN(Cc2cc3c(cc2O)OCO3)CC1
8%	-1%	3%	COc1ccc(CCNC(=O)c2cc(S(=O)(=O)N(C)c3ccccc3)ccc2Cl)cc1
-16%	6%	-11%	Clc1cc(CSc2ccccc2)nc(-c2ccccc2)n1
-16%	3%	1%	Cc1cccc(N(Cc2ccccc2)C(=O)c2ccc(F)c(S(=O)(=O)N3CCOCC3)c2)c1
10%	-1%	-5%	CC(C)(C)c1ccc(/C=N/N2C(=O)CSC2=S)cc1
3%	-4%	x	COc1ccc(CN2CCN(CCSc3ccc(C)cc3)CC2)c(OC)c1OC
4%	1%	x	O=S(=O)(Nc1ccc(N2CCOCC2)cc1)c1c(F)cc(F)cc1Br
0%	5%	-3%	CN(C(=O)c1ccccn1)c1nnc(-c2cnccn2)s1

Laid out differently: entries from further up
Values run as follows: FEN1 inhibitor, N370S GC mod, TDP1 block
COc1ccccc1N1CCN(Cc2cc3c(cc2O)OCO3)CC1
 : 2%, -6%, x
CC(C)(C)c1ccc(/C=N/N2C(=O)CSC2=S)cc1
 : 10%, -1%, -5%
O=S(=O)(Nc1ccc(N2CCOCC2)cc1)c1c(F)cc(F)cc1Br
 : 4%, 1%, x
COc1ccc(CCNC(=O)c2cc(S(=O)(=O)N(C)c3ccccc3)ccc2Cl)cc1
 : 8%, -1%, 3%
Cc1cccc(N(Cc2ccccc2)C(=O)c2ccc(F)c(S(=O)(=O)N3CCOCC3)c2)c1
 : -16%, 3%, 1%
O=C(Nc1cccc(C(F)(F)F)c1)c1cc2c(=O)c3ccccc3oc2nc1C(F)(F)F
 : 0%, 7%, 2%
COc1ccc(CN2CCN(CCSc3ccc(C)cc3)CC2)c(OC)c1OC
 : 3%, -4%, x

Further structures follow:
FEN1 inhibitor	N370S GC mod	TDP1 block	structure
25%	-6%	1%	CC#CC(=O)N1CCC(C(=O)Nc2ccc(Oc3ccccc3)nc2)CC1
21%	x	1%	COc1ccc(CNC(=O)Cn2nnc(-c3ccc(S(C)(=O)=O)cc3)n2)cc1
9%	-7%	1%	NC(=O)c1ncc(C(F)(F)F)cc1Oc1ccc(F)cc1
-3%	13%	7%	COCCNC(=S)c1ccc(Br)cc1
-10%	-11%	0%	O=C(O)CCCN=CC1=C(O)C(C(=O)c2ccccc2)CCC1=O (stereo unspecified)
-2%	u	-13%	N=c1ccn(CC(=O)NC(N)=O)c2ccccc12
-10%	23%	6%	COc1ccc(NC(=O)c2cc3c([nH]c4ccccc43)c(C)n2)cc1
0%	2%	9%	COCCNC(=O)C(c1ccco1)N(C(=O)Cn1nnc2ccccc21)c1cccc(C)c1C (stereo unspecified)
-7%	18%	-5%	COc1ccc(C(=O)c2oc3ccc(Br)cc3c2NC(C)=O)cc1
-6%	1%[21.6 µM]	13%[56.1 µM]	CC(C)N=c1cc2n(-c3ccc(Cl)cc3)c3ccccc3nc-2cc1Nc1ccc(Cl)cc1
0%	3%	-10%	Cc1ccc(N(C(=O)CCC(=O)Nc2nccs2)C(C(=O)NC(C)(C)C)c2ccc(O)cc2)cc1 (stereo unspecified)
-10%	-10%	-10%	O=C(Cc1cccc2ccccc12)N/N=C/c1ccc(OC(=O)/C=C/c2ccco2)cc1
-2%	-3%	5%	Cc1ccc(Cn2ccsc2=NC(=O)COC(=O)C(C)C)cc1
-2%	x	1%	O=C(O)c1ccccc1C(=O)N1CCN(S(=O)(=O)c2cccc(C(F)(F)F)c2)CC1
-1%	5%	4%	Cc1ccc2oc(C(=O)Nc3nnc(C)s3)c(C)c2c1
1%	1%	2%	OC(Cn1ccnc1)c1ccc(Cl)cc1Cl (stereo unspecified)
x	-2%	16%	COC(=O)[C@@]1(Cc2ccccc2)[C@H]2c3cc(C(=O)N(C)C)n(Cc4nc5ccccc5[nH]4)c3C[C@H]2CN1C(=O)c1ccccc1
1%	-1%	2%	O=C(NCCNc1ccc([N+](=O)[O-])cc1)c1ccc(Cl)cc1
2%	-8%	x	Cn1c(=O)c(=O)n(C)c2cc(S(=O)(=O)N3CCOc4ccccc43)ccc21
-14%	-23%	3%	Cc1cc(NC(=O)/C(C#N)=C/c2ccc(-c3cccc(C(F)(F)F)c3)o2)n(-c2ccccc2)n1
0%	0%	1%	Cc1cc(NC(=O)Cn2c(=O)oc3ccc(Cl)cc32)no1
14%	-2%	5%[56.1 µM]	COc1ccc(NC(=O)c2ccc(Cl)c(S(=O)(=O)NCC3CCCO3)c2)c(OC)c1 (stereo unspecified)
16%	x	1%	CC(=O)c1ccc(N2C(=O)Nc3ccccc3S2(=O)=O)cc1
-17%	x	u	COC(=O)c1c(-c2cccs2)csc1NC(=O)COc1ccc(C(C)(C)C)cc1
-1%&-16%&-3%	15%	8%	COc1ccccc1CNc1ncnc2nc[nH]c12
-2%	x	1%[56.1 µM]	CC(C)=CCC/C(C)=C/CNC(=O)C[C@H]1C[C@H](C(=O)N2CCCCC2)[C@@]2(CCc3ccccc3)c3[nH]c4cc(CCC(=O)N(C)C)ccc4c3CCN2C1=O
-22%	u	-5%	Cc1ccccc1CSCC(=O)NC(=O)NCc1ccco1
-14%	4%	-1%	CN(CC(=O)Nc1ccc(N2CCOCC2)cc1)CC(=O)Nc1ccccc1C#N
2%	-5%	1%	CCOC(=O)C1=C(COC(=O)c2nc(Cl)ccc2Cl)NC(=O)NC1C (stereo unspecified)
x	-16%	23%	COc1cc(-c2ccc(N=C=O)c(OC)c2)ccc1N=C=O
8%	2%	x	COc1ccc2nc(SCC(=O)Nc3cc(C)on3)c(C#N)cc2c1
u	-6%	3%	Brc1ccc(C2=Nc3cccc4cccc(c34)N2)o1
4%	-2%	16%	O=[N+]([O-])c1cccc(Oc2cnccn2)c1
x	-8%[89.1 µM]	9%[234 µM]	O=c1cc(-c2cccc(F)c2)[nH]c2cc(F)ccc12
0%	-3%	6%	CCOc1ccc(CCNC(=O)c2cc3sccc3n2C)cc1OCC
-9%	-1%	0%	O=C(Cc1ccccc1)NCC(=O)OCC(=O)c1ccc([N+](=O)[O-])cc1
5%	6%	3%	CCOc1cc(N2CCOCC2)c(OCC)cc1NC(=O)c1ccccc1C
-5%	x	1%	COc1ccc2cc(C(=O)NCc3ccccc3CN3CCCC3)ccc2c1
-3%	-3%	2%	Cn1c(=O)[nH]c2cc3ccccc3cc21
-11%	-3%	-1%	COc1ccccc1NC(=O)COc1ccc(/C=N/n2cnnc2)cc1OC
-2%	-3%	3%	COC(=O)CCCNC(=O)OCc1ccc([N+](=O)[O-])cc1
-9%	7%	-2%	COC(=O)CN(c1ccc2c(c1)OCO2)S(C)(=O)=O
-1%&-11%	-5%	-2%[12.3 µM]	CCc1ccc(NS(=O)(=O)c2c(C)nc3sc(CC)nn3c2=O)cc1
-1%	1%	5%	O=S1(=O)CCC(NC(=S)N2CCCCC2)C1 (stereo unspecified)
8%&-3%	1%	-7%&6%	O=C1CCc2cc(S(=O)(=O)NCc3ccc(F)cc3)cc3c2N1CC3
-19%	-25%	7%	CCOc1ccc(NC2=C(Cl)C(=O)N(Cc3ccccc3)C2=O)cc1
1%	19%	-1%	CCOC(=O)c1cc(C#N)c(N)nc1C
-5%	4%	7%	CCCCC(=O)Nc1nc2ccc(C(=O)OC)cc2s1
14%	2%	x	O=C(O)CSCC(=O)N1CCN(c2ncnc3scc(-c4ccccc4)c23)CC1
-27%	x	6%	CCOc1ccc(CCNC(=O)c2nn(C)c3c2CSc2ccc(C)cc2-3)cc1OCC
-3%	1%	x	Cc1ccc(C(=O)OCC(=O)N2C(C)CCCC2C)cc1S(=O)(=O)N1CCCCC1 (stereo unspecified)
-3%	7%	0%	O=C(CCN1C(=O)S/C(=C\c2ccccc2)C1=O)Nc1ccc(O)cc1C(=O)O
18%	6%	8%	O=C(Cc1cccc2ccccc12)Nc1nc2ccccc2[nH]1

Assay outcomes: PubChem BioAssay, National Center for Advancing Translational Sciences (NCATS)
